Screens: PubChem, The Scripps Research Institute Molecular Screening Center
TTR transcr act: activators of transthyretin transcription. actives 1.3% (n = 92,000). activation, % at 16.7 µM. SH-SY5Y TTR promoter Gaussia luciferase, luminescence; 100% = recombinant luciferase protein wells;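 active = activation above the mean of all tested compounds plus 3 SD, cut at about 9.5% in these data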;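 note: cells exposed to compounds for one day before reading; 0% = median of all test compound wells on the plate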
Starred values were filed as active, the others as inactive.

mol	TTR transcr act
Cc1ccc(C2OC(=O)c3ccccc32)cc1 (stereo not drawn)	1.2
CCOC(=O)[C@]12CCCC3=C1N(CCC3)C(=O)[C@@H](CC(=O)N1CCN(C(=O)c3ccco3)CC1)C2	1.6
O=C(NCCO)[C@H](Cc1ccccc1)NC1(C(=O)NCCN2CCOCC2)CCCCC1	1.5
Cc1cccnc1NC(=O)CCn1c(=O)oc2ccccc21	-0.5
N#Cc1c(/N=C/c2ccc(-c3ccccc3C(=O)O)o2)sc2c1CCCC2	1.0
CCc1nc2ccc(C(=O)N3CCN(S(=O)(=O)CC)CC3)cn2c1N(C)C(=O)c1cccc(OC)c1	-1.3
COc1cccc(S(=O)(=O)NCc2ccc(C(=O)NCC3CCCO3)cc2)c1 (stereo not drawn)	-1.9
O=C(N/N=C/c1cccc(C(F)(F)F)c1)c1cc2c(s1)-c1ccccc1CC2	1.0
O=c1[nH][nH]c(C(F)(F)F)c1C=NCc1ccccc1Cl	5.2
C=CCOC(=O)C1=C[C@@H](c2csc3ccccc23)C[C@@H](OCCCCO)O1	-0.8
CCC(C)C1(C2CCCC2)NC(=O)NC1=O (stereo not drawn)	-0.4
FCCCOc1ccc(-c2nccc(-c3ccc(Br)cc3)n2)cc1	3.3
O=[N+]([O-])C1=C(Nc2cccc3ccccc23)CS(=O)(=O)C1	3.0
CN(C)c1cccc(N(C)C)c1CNC(=O)NC(=O)c1c(F)cccc1F	0.7
CC(C)c1ccc(C(O)P(=O)(OCc2ccccc2)c2ccc(N(C)C)cc2)cc1 (stereo not drawn)	-1.4
CCOC(=O)C1=C(C)NC(=O)NC1c1ccc(-c2ccc(F)cc2)o1 (stereo not drawn)	-0.1
CCOc1cc(/C=N/NC(=O)C(=O)NCC2CCCO2)ccc1OCC(=O)N1CCOCC1 (stereo not drawn)	1.0
C/C(=N\N=C(N)N)c1cc(Cl)ccc1Cl	-0.2
CN(C)C(=O)COC(=O)[C@H](Cc1ccccc1)NC(=O)c1ccco1	-2.2
Cn1c(=O)c2c(nc(NCc3ccccc3)n2C)n(C)c1=O	0.6
C/C(=N\NC(=O)Cc1c(C)[nH][nH]c1=O)c1ccc2ccccc2c1	-0.7
Cc1ccc(C(=O)C(O)C(c2ccc(C)cc2)N2CCCCC2)cc1 (stereo not drawn)	-0.4
CCC(=O)Nc1c(OC(=O)CC)ccc2c(C)cc(=O)oc12	-0.1
CCN(CC)C(=O)COc1ccc(/C=C(\C#N)S(=O)(=O)c2ccccc2)cc1OC	0.1
CCOC(=O)NC1(C(F)(F)F)NC(=O)N(c2ccc(F)cc2)C1=O (stereo not drawn)	-0.3
Cc1ccc(/C=N/NC(=O)c2cc(-c3cccnc3)nc3ccccc23)cc1	0.0
CCc1ccccc1Nc1ccc(C(=O)O)cc1N	-3.3
COCC(C)n1c(C)cc(C(=O)COC(=O)c2cccn2C)c1C (stereo not drawn)	0.5
CCN1CCN(CC(=O)c2c(C)n(C)c3ccc(OC)cc23)CC1	2.7
O=C(CNS(=O)(=O)c1ccc(Cl)cc1)NNC(=O)c1cccnc1	1.4
Cc1ccccc1OCC(=O)NNC(=O)c1ccc(-c2ccccc2)cc1	-2.5
Clc1ccccc1Cn1ccc2ccc(-c3ccc4ccn(Cc5ccccc5Cl)c4c3)cc21	-0.1
COc1ccccc1N1CCN(/N=C/C=C/c2ccccc2[N+](=O)[O-])CC1	-4.9
O=C(Nc1ccc(F)cc1)C1CCCO1 (stereo not drawn)	3.0
COCOCCn1cc(CN2CCS(=O)(=O)N(Cc3ccc(-c4ccc(F)cc4)cc3)C(C(C)C)C2=O)nn1 (stereo not drawn)	-1.2
CCNC(=S)N/N=C(\C)c1ccc2ccccc2c1OC(F)F	0.3
Clc1cccc(-c2nc3c4ccccc4ccn3c2CC2CCCCC2)c1	0.4
COc1cc(/C=C/C(=O)OCC(=O)NC(=O)C2COc3ccccc3O2)ccc1OC(F)F (stereo not drawn)	1.2
CSc1ccc(CN2CCC(C)(Oc3ccc4ccccc4c3)C2)cc1 (stereo not drawn)	-0.8
CSc1nsc2nc(=O)c(/C=C3\C(C)=Nc4ccccc43)c(N)n12	-2.2
O=C(COC(=O)CSc1cc(Cl)ccc1Cl)NCc1ccc2c(c1)OCO2	2.1
O=C(NNc1ccc([N+](=O)[O-])cc1)C1CC2CCCC(C1)C2=O (stereo not drawn)	6.6
COC(=O)Nc1ccc(S(=O)(=O)N(CCO)CC(F)(F)C(F)F)cc1	0.1
CCN(Cc1ccc2c(c1)OCO2)C(=O)/C=C/c1cccc(Br)c1	3.3
C=C(C)C(=O)N1CC2(CC(c3cccc(NC(=O)c4ccccc4)c3)=NO2)C[C@@H]1C(N)=O (stereo partly drawn)	-0.6
CC(=C/c1ccccc1)/C=N/N1CCN(Cc2ccc(C)cc2)CC1	0.9
C[C@H](NC(=O)c1nc[nH]c1C(=O)NCC(=O)OC(C)(C)C)C(=O)OCc1ccccc1	0.8
COc1ccccc1CNc1nc(NCc2ccccc2)nc2ccsc12	-4.2
COC(=O)c1cccc(NC(=O)c2ccc3c(c2)C(=O)N(CC2CCCO2)C3=O)c1 (stereo not drawn)	1.8
Cc1nc(C(=O)NNC(=O)c2ccc(C(F)(F)F)cc2)cs1	-2.5
CCOc1ccc(C(C)=O)cc1CN1C(=O)C(=O)N(CC)C1=O	-0.7
O=C(NC(=S)Nn1cnnc1)c1ccccc1Br	-0.7
Cc1cc2nc(C)n(CCCNC(=O)Nc3ccccc3)c2cc1C	-0.5
O=C(OCCCOC(=O)c1cc[n+]([O-])cc1)c1cc[n+]([O-])cc1	-1.4
Cc1cc(CN2CCCCC2)oc1C(=O)O	1.9
COc1cc(C2C(C(=O)N3CCOCC3)=C(C)NC3=C2C(=O)CCC3)ccc1OC(C)=O (stereo not drawn)	-0.6

Continuation.
mol	TTR transcr act
Cn1c(=NC(=O)CN2C(=O)C3CC=CCC3C2=O)sc2ccccc21 (stereo not drawn)	0.9
Cc1ccc2nc(NC(=O)CSc3ncnc4c3oc3ccccc34)sc2c1	1.9
O=C(c1cc(=O)[nH]c2ccccc12)N1CCN(S(=O)(=O)c2ccc(Cl)cc2)CC1	0.6
Cc1ccc(-n2c(SCC(=O)NCc3ccco3)nc3nc4c(cc3c2=O)COC(C)(C)C4)cc1	-0.5
Cc1nc(-c2ccccn2)nc(SCC(=O)N2CCOCC2)c1Cl	-0.8
C[C@@H]1CN([C@H](C)CO)S(=O)(=O)c2ccc(Br)cc2O[C@H]1CN(C)C(=O)Nc1ccc(F)cc1	-1.2
O=c1nc(Nc2ccccc2)oc2ccccc12	-1.3
COc1cccc(OC)c1C(=O)Nc1ccc2c(c1)CCCN2S(=O)(=O)c1ccc(C)cc1	-0.4
Cc1ccccc1OCC(=O)NNC=O	0.2
Oc1ccc(Nc2ncnc3scc(-c4ccccc4)c23)cc1	-4.0
COc1ccc([C@H]2CC(=O)C=C(c3cc4ccccc4c4ccccc34)C2)cc1	3.2
FC(F)(F)c1ccc(Cl)c(Nc2nnc(-c3ccncc3)s2)c1	-0.9
CSc1nnc(CCNC(=O)OC(C)(C)C)o1	-0.4
O=C1/C(=C\c2ccc(Br)o2)Cc2ccccc21	2.5
CCOc1ccc2nc(SCC(=O)NCc3ccc(OC)c(OC)c3)[nH]c2c1	-0.2
C=CCN(C(=O)Nc1ccc(Cl)cc1)C1CC(=O)N(c2ccc(OC)cc2)C1=O (stereo not drawn)	-0.7
Cc1cc(NS(=O)(=O)c2ccc(NC(=O)COc3ccccc3C(C)(C)C)cc2)no1	5.3
CSC1=C(C#N)C(C)C2=C(CC(C)(C)CC2=O)N1 (stereo not drawn)	-1.4
COc1cc(NS(=O)(=O)c2ccc(NC(=O)c3ccc(C)o3)cc2)nc(OC)n1	-1.0
Cc1n[nH]c(=O)nc1NCCc1ccccc1	0.3
COc1ccc(OC)c(NCCN2C(=O)c3ccccc3C2=O)c1	2.1
COC(=O)CN(C#N)c1nc(NC(C)C)nc(NC(C)C)n1	2.4
CCCN1CCN(C(=O)c2oc3ccccc3c2NC(=O)COc2ccc(OC)cc2)CC1	-1.9
CCOC(=O)c1cnc2c(Cl)cc(Cl)cc2c1NCCCN1CCOCC1	-1.2
Cn1c(=O)[nH]c(=O)c2c1nc(OC(=O)c1ccccc1)n2CC(O)COc1ccccc1 (stereo not drawn)	1.0
COc1cccc(NC(=O)NC2(C(F)(F)F)Oc3ccccc3O2)c1	-2.6
CCCOc1ccc(OCCCCNC(C)CC)cc1 (stereo not drawn)	4.9
COc1ccc(C)cc1NC(=O)C1CCN(S(=O)(=O)c2ccc3c(c2)C(C)(C)C(=O)N3C)CC1	-1.6
O=c1[nH]c(-c2ccc(-c3cccc(Cl)c3)o2)nc2ccccc12	-4.0
COc1ccc([C@@H]2COc3c(ccc4c3C=CC(C)(C)O4)C2)c(OC)c1	1.9
CCCCN=C1NC(=O)C(CC(=O)Nc2ccc(Cl)cc2)S1 (stereo not drawn)	-0.7
COc1ccc(-c2ccc(CN3C(C)C(=O)N(Cc4cn(CCC5OCCO5)nn4)CCS3(=O)=O)cc2)cn1 (stereo not drawn)	0.5
O=C(Oc1cccc(-n2cnnn2)c1)c1ccco1	0.3
CC(C)Oc1cc(F)ccc1-c1cc(C(=O)Nc2ccc(F)cc2)[nH]n1	-2.0
CCC(CC)C(=O)OCC(=O)Nc1cccc([N+](=O)[O-])c1	2.4
COc1ccc(C(=O)NNC(=O)CSc2nnc(C(C)C)n2C)cc1	-0.7
CCCc1nc2ccc(C)cn2c1Cc1ccsc1	1.1
O=C(O)c1cn[nH]c1-n1cnnn1	6.6
COCCN1C(=O)CC(NNC(=O)c2ccc(S(=O)(=O)N3CCCC3)cc2)C1=O (stereo not drawn)	1.6
Cc1cc(C(=O)NCc2ccc3c(c2)OCO3)c(C)o1	-1.6
CCN(CC)CCNC(=O)c1ccc(NC(=O)c2ccc3c(c2)CCC3)cc1	9.1
CSc1ccccc1NC(=O)C1CC(c2ccccc2Cl)=NO1 (stereo not drawn)	-0.2
Cc1ccc(-c2nc3cc(C)c(Br)c(C)n3c2Cc2ccsc2)cc1	1.4
CN(C(=O)Cn1nnc(-c2cccnc2)n1)C1CCCCC1	2.3
Cc1ccc2c(c1)C(=O)C(=O)N2c1ccc(Cl)cc1	2.4
COc1ccc(NC(=O)c2cc(=O)c3ccccc3o2)cc1Cl	0.1
COc1cc(NC(=O)CCN2CCN(C)CC2)cc(OC)c1	0.5
Cc1cccc(C)c1OCc1nc2ccccc2[nH]1	-0.5
COc1ccc(-c2oc3ccccc3c2C#Cc2cncn2C)cc1	-2.5
CCN(CCCNc1ncnc2nc[nH]c12)c1cccc(C)c1	0.8
CC(C)OC(=O)CSc1nc(Cc2ccccc2)nc2ccccc12	-0.1
Cc1nnc(N/N=C/c2ccccc2O)n1N	-2.5
CCOC(=O)Nc1nc2ccc(Cn3cccc3)cc2[nH]1	-0.7
CN(C)c1ccc(NS(=O)(=O)c2cc(Cl)ccc2Cl)cc1	0.9
COc1ccc(OCC(=O)NC(=S)Nc2ccc3c4c(cccc24)CC3)cc1	-1.2
CCCC(=O)Oc1ccc(N(C(=O)CCC)S(=O)(=O)c2cccc([N+](=O)[O-])c2)cc1	-1.2

Shown with each value named: 3 of the compounds above.
CC(C)OC(=O)CSc1nc(Cc2ccccc2)nc2ccccc12
- TTR transcr act = -0.1
Cc1nnc(N/N=C/c2ccccc2O)n1N
- TTR transcr act = -2.5
CCOC(=O)Nc1nc2ccc(Cn3cccc3)cc2[nH]1
- TTR transcr act = -0.7

(listing goes on)
mol	TTR transcr act
CCOc1cc(C(=O)NCCN2C(=O)S/C(=C\c3cccnc3)C2=O)cc(OCC)c1OCC	-0.7
Cc1cnc(C(=O)Oc2ccc(-c3ccccc3)cc2)cn1	1.7
CC1CC(C)(C)NC2(CCCC2)N1 (stereo not drawn)	0.4
Cn1c(=O)oc2cc(S(=O)(=O)NCCC(=O)Nc3ccc4c(c3)OCCO4)ccc21	8.6
COC(=O)[C@]12C[C@H](CC(=O)NCc3ccccc3)C(=O)N(Cc3ccc(Cl)cc3Cl)C1=C[C@H](C1CCCC1)O[C@@H]2C	0.1
COC(=O)[C@]12C[C@H](CC(=O)N3CCC(c4ccccc4)CC3)C(=O)N(Cc3ccc4c(c3)OCO4)C1=C[C@H](C(C)C)O[C@@H]2C1CC1	1.4
O=C(Nc1cc2c(cc1Br)OCCO2)c1ccc(=O)[nH]c1	1.2
O=C(c1cccs1)N1N=C(c2ccccc2)CC1c1ccccc1 (stereo not drawn)	-2.9
O=C(Nc1ccccc1F)C(=O)Nc1cccc2ccccc12	4.9
O=C(NCc1ccccc1)C(C1CC1)n1c(Cc2cc(F)cc(F)c2)nc2ccccc21 (stereo not drawn)	1.3
COc1cccc(C(=O)NCC(=O)N2CCC3(CC2)NCCc2[nH]cnc23)c1	-1.2
Cc1ccc2nc(SCCC#N)nc(C)c2c1	-2.7
Cn1c(=O)n(CC(=O)O)c(=O)c2c1nc1n2CCS1	0.8
COc1c(C)cccc1C(=O)Nc1ccc(CN2CCOCC2)cc1	-0.9
O=C(CN1CCN(c2ccccc2)CC1)N1N=CCC1c1ccccc1 (stereo not drawn)	-3.2
COc1ccc(/C=N/NC(=O)c2c(C)nc3ccccn23)cc1[N+](=O)[O-]	0.3
CCCC1=C(C(=O)OCC)C(c2cccs2)n2ncnc2N1 (stereo not drawn)	-1.3
CC1(c2ccccc2)CC(c2ccccc2)=C(C#N)C(=O)N1 (stereo not drawn)	-0.4
CC(NC(=O)COc1ccccc1-c1ccccc1)c1ccccc1 (stereo not drawn)	-1.3
Nn1c(SCCOc2ccc(Cl)cc2)nnc1-c1cccnc1	3.4

An excerpt; count on the stated rates, not on these rows.
